LEDGF integ inh = blockers of LEDGF/p75-dependent integrase strand transfer – biochemical, TR-FRET, high throughput, primary screen; 370,000 compounds, 0.64% hits; inhibition, % at 3.7 µM; TR-FRET IN-LEDGF/p75 DNA integration, Eu/Cy5; HIV-1 integrase (with human LEDGF/p75);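 active = inhibition above the screen-wide mean plus 3 SD, cut at about 13% in these data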;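 also: signal is the Cy5 over europium emission ratio at 671 and 618 nm; 0% = plate median of compound wells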
HTRA1 inh = HTRA1 serine protease inhibitors, primary screen, biochemical, fluorescence polarization, HTS; recombinant HTRA1, FP-rhodamine activity-based probe; inhibition, % at 5.96 µM; 340,000 compounds, 0.5% hits; AID 504803, 2011; in the data active = inhibition above about 36%;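 also: 0% = enzyme with DMSO and 100% = wells lacking enzyme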
mABHD4 FP = ABHD4 inhibitors, primary screen, biochemical, fluorescence polarization, mouse; (Lyso)-N-acylphosphatidylethanolamine lipase (Mus musculus), Q8VD66; purified mABHD4, FP-Rh probe fluorescence polarization; inhibition, % at 8.92 µM; 370,000 compounds, 0.54% hits; AID 720543, 2013;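 active = inhibition exceeding the mean over every tested compound plus 3 SD, cut at about 30% in these data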;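 also: 0% = plate median of compound wells and 100% = S159A mutant with DMSO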
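System: mouse ABHD4 enzyme, wild type / Medium: HEPES pH 7.0, NaCl, Pluronic buffer / Reagent: FP-Rh activity-based fluorescent probe / Control set: S159A mutant high control, sample median low control / Detection: fluorescence polarization with parallel and perpendicular emission, 525/598 nm / Schedule: 45 min + 60 min at 25 °C / Compound dosing: 8.92 µM, single dose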
PRMT1 inh = PRMT1 methyltransferase inhibitors, primary screen, biochemical, fluorescence polarization. recombinant PRMT1, activity-based probe fluorescence polarization. 370,000 compounds, 1.3% hits. inhibition, % at 2.79 µM. Protein arginine N-methyltransferase 1 (Homo sapiens), Q99873;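 active = inhibition above about 21% made by adding two undisclosed values, limit read from the data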
Target sequence (Q99873 whole entry, looked up): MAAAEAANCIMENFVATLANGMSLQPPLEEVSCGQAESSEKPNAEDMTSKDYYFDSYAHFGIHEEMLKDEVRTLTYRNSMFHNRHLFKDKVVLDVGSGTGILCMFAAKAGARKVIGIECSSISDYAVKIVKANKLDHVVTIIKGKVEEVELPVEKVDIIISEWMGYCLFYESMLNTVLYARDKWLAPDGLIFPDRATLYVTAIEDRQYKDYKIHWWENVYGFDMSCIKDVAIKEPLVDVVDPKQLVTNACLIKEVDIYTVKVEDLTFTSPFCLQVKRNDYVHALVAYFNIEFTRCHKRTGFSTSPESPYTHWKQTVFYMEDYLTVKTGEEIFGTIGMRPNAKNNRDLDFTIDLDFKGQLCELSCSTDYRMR
Rev-erbA mod = modulators of Rev-erb alpha DNA binding, primary screen, biochemical, FITC-DNA, fluorescence polarization, uHTS. activity, % at 10 µM. Nuclear receptor subfamily 1 group D member 1 (Homo sapiens), P20393. 370,000 compounds, 0.79% hits. Rev-erbα–FITC-DNA binding, 90 min. AID 1259318, 2017;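 active = activity above about 14%, limit read from the data; passing the limit was not always enough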;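 also: 0% = DMSO wells with 35 nM protein and 100% = DMSO wells with 750 nM protein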
Target sequence (P20393 whole entry, looked up): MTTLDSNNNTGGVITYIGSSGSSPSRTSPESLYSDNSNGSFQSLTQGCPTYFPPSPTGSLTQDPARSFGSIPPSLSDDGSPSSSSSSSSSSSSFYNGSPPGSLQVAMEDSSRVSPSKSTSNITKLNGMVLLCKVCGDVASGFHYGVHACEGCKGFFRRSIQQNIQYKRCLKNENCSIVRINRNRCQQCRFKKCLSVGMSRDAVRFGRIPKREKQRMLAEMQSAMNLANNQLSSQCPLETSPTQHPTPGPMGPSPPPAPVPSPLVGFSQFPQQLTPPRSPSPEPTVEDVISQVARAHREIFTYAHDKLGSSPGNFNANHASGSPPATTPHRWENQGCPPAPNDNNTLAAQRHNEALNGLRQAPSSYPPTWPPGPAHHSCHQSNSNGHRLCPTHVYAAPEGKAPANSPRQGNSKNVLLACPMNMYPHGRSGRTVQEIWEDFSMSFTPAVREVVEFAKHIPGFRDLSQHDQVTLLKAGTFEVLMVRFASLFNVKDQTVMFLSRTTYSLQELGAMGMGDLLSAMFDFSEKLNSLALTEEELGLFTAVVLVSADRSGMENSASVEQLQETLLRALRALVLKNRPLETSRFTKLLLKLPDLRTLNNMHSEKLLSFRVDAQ
SIAE primary = human SIAE inhibitors, primary screen, biochemical, fluorescence polarization, FP-Rh probe, 1536-well HTS | SIAE FP-Rh probe binding | inhibition, % at 9.66 µM | 370,000 compounds, 0.69% hits;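 active = inhibition above a cutoff: mean of compounds within the control limits plus 3 SD of those, cut at about 17% in these data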;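 also: 0% = plate median of compound wells and 100% = probe without SIAE protein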
rCAG binder = binders of r(CAG) RNA repeats, primary screen, biochemical, fluorescence; AID 651821, 2012; 370,000 compounds, 1.3% hits; inhibition, % at 3 µM; r(CAG) RNA repeat, TO-PRO-1 dye displacement fluorescence;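 active = inhibition above the plate cutoff, the mean of all test compounds on that plate plus 3 SD, cut at about 35% in these data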;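 also: 0% = DMSO alone and 100% = 100 µM mitoxantrone as full dye displacement; higher means more dye released from RNA so lower well fluorescence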
TCR CD3 inh = inhibitors of human TCR-CD3 interaction, primary screen, biochemical, fluorescence, TAMRA-labeled TCR probe. AID 651800, 2012. T-cell receptor (TCR). inhibition, % at 9.4 µM. 360,000 compounds, 0.37% hits; in the data active = inhibition above about 19%;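 also: recombinant mutant TCR 2C K166C tagged with TAMRA read by polarization; 0% = receptor in buffer alone and 100% = receptor with positive control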
TDP2 absorb = human TDP2 enzyme inhibitors, primary screen, biochemical, epi absorbance, recombinant enzyme | Tyrosyl-DNA phosphodiesterase 2 (Homo sapiens), O95551 | T5PNP hydrolysis, p-nitrophenol absorbance 415 nm | inhibition, % at 12.8 µM | 370,000 compounds, 0.34% hits | AID 720702, 2013;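 active = inhibition above the mean of all tested compounds plus 3 SD, set per campaign, cut at about 25% in these data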;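 also: 0% = DMSO with enzyme and 100% = buffer with substrate but no TDP2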
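Assay system: Recombinant human TDP2 | Quantity: 120 nM TDP2 per well | Incubation: 2 h at 37 °C | Signal: Epi absorbance | Evaluation: Percent inhibition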
PG9 binder = binders of HIV-1 gp120 antibody PG9, primary screen, biochemical, TR-FRET; TR-FRET gp120-PG9 antibody binding; inhibition, % at 6.7 µM; 360,000 compounds, 0.43% hits; AID 624416, 2012; in the data active = inhibition above about 8.5%
The depositor's hits bear a star; · = no result given; & = joins results of further samples. Only part of the results is shown; count on the stated rates, not on these rows.

SMILES	LEDGF integ inh	HTRA1 inh	mABHD4 FP	PRMT1 inh	Rev-erbA mod	SIAE primary	rCAG binder	TCR CD3 inh	TDP2 absorb	PG9 binder
Cc1ccc(CN(C(=O)COc2cccc(C)c2C)C2CCS(=O)(=O)C2)o1 (stereo not given)	2	0	0	-1	2	5	-4	1	7	-0.3
CCc1n[nH]c(=S)n1/N=C/c1ccccc1OCc1ccc(Cl)cc1	3	-13	-5	-1	2	3	7	-6	13	-1.7
O=C1CC(C(=O)N2CCN(c3ccc(F)cc3)CC2)CN1CCc1ccccc1 (stereo not given)	-2	-4	5	1	-7	-2	1	1	1	2.0
Cn1ncc2c(NNC(=O)Cc3cccc4ccccc34)ncnc21	0	12	0	-3	-4	8	12	2	7	-1.0
CC(C)CCn1c(CN2CCOCC2)nc2c1c(=O)n(C)c(=O)n2C	2	12	8	2	2	1	-2	1	4	-0.5
CC(=O)NC1(c2ccccc2)CCN(c2nc(C)cc(C)n2)CC1	3	-1	-2	-3	-3	7	-10	2	7	-0.4
O=C(NNC(=S)Nc1ccc(OC(F)F)cc1)c1cc2c(s1)CCCC2	-1	-7	-15	3	-1	4	26	-7	-2	1.5
CCOc1ccc(C(=O)NNC(=O)CN2C(=O)C3CC=CCC3C2=O)cc1OC (stereo not given)	1	8	4	2	-5	15	6	3	6	-0.6
NC(=O)C1CCN(C(=O)c2ccc3c(=O)n(Cc4ccco4)c(SCC(=O)c4ccccc4)nc3c2)CC1	2	2	-3	6	-4	-2	4	-3	-1	-0.9
O=C(Nc1nnc(SCc2ccc(Cl)cc2)s1)C1CC(=O)N(Cc2ccccc2)C1 (stereo not given)	-4	0	1	2	-2	-5	6	0	-5	-0.4
C/C(=N/NC(=O)CNc1ccc(Cl)cc1C)c1ccc(C)cc1	4	4	1	-3	3	3	5	4	4	-2.2
COc1cc(NC(=O)CSC(=S)N2CCCC2)c(OC)cc1Cl	-2	-2	5	9	5	-8	1	6	2	2.4
Cc1ccc2cc3c(NC(=O)CC(C)C)nn(C)c3nc2c1	0	7	-4	-2	6	-4	0	7	5	-4.1
CCc1c(C)nc2c(-c3ccccc3)c(-c3ccccc3)[nH]n2c1=O	4	0	-2	-1	1	2	1	10	-1	-1.1
Cc1ccc(N=C2NC(=O)/C(=C/c3cccn3C)S2)cc1	1	-4	-3	5	-3	-6	16	-8	-11	-2.0
CN1CCN(C(=O)c2ccccc2-c2nc(-c3ccc(Cl)cc3)no2)CC1	-1	-4	-4	1	-3	-3	-7	6	6	1.4
O=C(CN1CCN(C(=O)c2ccc(-c3nc4ccccc4s3)o2)CC1)Nc1ccc(F)cc1	0	-36	-10	-2	11	-9	2	-2	4	-2.9
CCCC(=O)Nc1nnc(SCC(=O)NCc2ccc3c(c2)OCO3)s1	-4	3	5	5	-3	-7	-4	-4	14	-2.0
CCN(CCn1cccn1)C(=O)CCc1nnc(C2CCCCC2)o1	-4	3	2	1	-4	-7	-6	-10	-3	0.5
CCN(CC)C(=O)c1csc([C@@H]2O[C@H](CO)[C@H](O)[C@H](O)[C@H]2O)n1	-1	·	7	0	-3	3	2	0	-8	1.0

Next part; the last 2 above are carried over.
SMILES	LEDGF integ inh	HTRA1 inh	mABHD4 FP	PRMT1 inh	Rev-erbA mod	SIAE primary	rCAG binder	TCR CD3 inh	TDP2 absorb	PG9 binder
CCN(CCn1cccn1)C(=O)CCc1nnc(C2CCCCC2)o1	-4	3	2	1	-4	-7	-6	-10	-3	0.5
CCN(CC)C(=O)c1csc([C@@H]2O[C@H](CO)[C@H](O)[C@H](O)[C@H]2O)n1	-1	·	7	0	-3	3	2	0	-8	1.0
CCOc1cc(C(=O)Nc2ccc(S(=O)(=O)N3CCCCC3)cc2)ccc1OCC(=O)N1CCOCC1	-1	-18	-15	0	-5	-12	6	-2	13	-0.6
NC(=O)C1CCN(c2nc3c(S(=O)(=O)c4ccccc4)nnn3c3ccccc23)CC1	8	0	-6	-4	3	-9	8	-2	-11	-1.6
O=C(COCc1ccncc1)N1CCN(c2ccc(F)cc2Cl)CC1	3	·	4	2	-1	-1	-1	·	10	·
COCCn1c(SCC(=O)Nc2ccccc2F)nc2c(c1=O)SCC2	0	3	-2	2	-1	10	-4	3	0	1.3
CCC1(CC)C(=O)C2=C3C1[C@H](C(=O)OC)C=C(C(=O)OC)C[C@H]3[C@H]1C(=O)NC(=O)[C@H]1[C@H]2C (stereo not given in full)	-2	-6	5	-1	0	-3	-4	4	-2	-0.9
CN(CC(=O)Nc1ccc(Cl)c(C(F)(F)F)c1)C(=O)Cn1cc([N+](=O)[O-])ccc1=O	13	-11	-16	-2	-8	-8	17	-5	-7	-1.4
CC(C)NC(=O)c1ccccc1NC(=O)C1CC(=O)N(C(C)C)C1 (stereo not given)	-1	8	6	0	6	1	2	-2	7	-0.7
CCOC(=O)[C@]12CCCC=C1N(CCc1ccc(OC)c(OC)c1)C(=O)[C@H](CC(=O)N1CCSCC1)C2	-1	·	1	-8	-3	4	0	5	-4	0.5
CCCCN(CCCC)C(=S)N/N=C/c1c(C)[nH]n(-c2ccccc2)c1=O	3	0	10	15	2	-9	15	-1	-14	0.8
Cc1ccc(C(O)c2ncc(-c3cccc(C(F)(F)F)c3)[nH]2)cc1F (stereo not given)	-2	·	-14	-1	9	-9	-1	1	1	1.1
Cc1ccc(NC(=S)N2CCCC(O)C2)cc1 (stereo not given)	-1	0	0	-2	-2	3	0	7	-8	0.3
CCNc1nc(NCC)nc(N/N=C/c2ccc(OC)cc2)n1	-1	·	0	5	-4	1	-3	1	-3	-1.0
CC(=O)Nc1cccc(C(=O)Oc2cccc(C)c2)c1O	1	3	1	0	0	-2	4	5	-6	-0.5
CCCCCn1c(SCc2ccncc2)nc2cc(C(=O)NCc3ccco3)ccc2c1=O	1	-89	-10	1	-7	-13	3	4	15	-2.1
c1ccc(NCc2ccncc2)cc1	-2	5	1	3	-3	10	-2	8	15	-2.2
CC(C)(C)NC(=O)CN1CCC(O)(c2ccccc2)CC1	-1	2	8	-2	-1	-1	-4	1	-6	-3.6
C=CCN(CC=C)S(=O)(=O)c1ccc(NC(=S)NC(=O)/C=C/c2cccc3ccccc23)cc1	-2	-44	-6	-2	-3	5	7	0	6	-1.2
O=C(NNc1ccccc1)NC(Cc1ccccc1)C(=O)O (stereo not given)	-1	6	-2	0	-1	4	4	2	0	1.1
O=C(NCC1CCCO1)c1nc2c(nnn2Cc2ccccc2Cl)c(=O)[nH]1 (stereo not given)	-1	-2	1	2	5	1	7	4	-9	-2.5
C=CCOC(=O)C1=C[C@@H](c2ccc(Br)cc2)C[C@@H](OCc2ccc(CO)cc2)O1	1	-65	-1	0	5	8	5	-4	0	1.4
CC(/C=N/NC(=O)c1cnccn1)=C\c1ccco1	-3	·	0	-1	-5	0	3	11	-5	-5.5
CCOc1ccc(N2CC(C(=O)NCC(=O)Nc3ccc(F)c(F)c3F)CC2=O)cc1 (stereo not given)	0	-1	1	2	1	-6	2	0	1	-0.1
O=C(CSCc1cccc(CSCC(=O)Nc2ccccc2)n1)Nc1ccccc1	1	-5	3	2	5	2	-1	2	6	-0.2
Nc1nonc1C(=O)N/N=C/c1cc2c(cc1[N+](=O)[O-])OCO2	2	11	10	5	3	7	5	5	9	-1.9
CCC(C)C1C(C#N)=C(N)Oc2n[nH]c(-c3ccccc3)c21 (stereo not given)	-1	-19	-13	4	4	1	1	-12	-2	1.8
O=C(Oc1ccccc1C(=O)N1CCOCC1)c1cccc(Br)c1	-2	3	-3	-1	4	0	-13	-4	-2	-1.9
N#Cc1cc(-c2ccccc2)nnc1Sc1ccccc1	1	4	4	2	2	-5	2	4	7	-2.1
Cc1cc(NC(=O)CSc2nc(C)c(C)n2CC(C)C)no1	2	3	10	20	3	-1	4	0	3	-0.9
CN(C)CC[C@@H](c1ccc(Cl)cc1)c1ccccn1	-5	1	4	1	-1&3	2	0	-5	-2	2.4
Cn1cccc1/C=N/NC(=O)C(O)c1ccccc1 (stereo not given)	1	-6	-14	0	-1	5	0	5	4	-0.5

Filtered by structure, the entries above with a nitro group on carbon.
SMILES	LEDGF integ inh	HTRA1 inh	mABHD4 FP	PRMT1 inh	Rev-erbA mod	SIAE primary	rCAG binder	TCR CD3 inh	TDP2 absorb	PG9 binder
CN(CC(=O)Nc1ccc(Cl)c(C(F)(F)F)c1)C(=O)Cn1cc([N+](=O)[O-])ccc1=O	13	-11	-16	-2	-8	-8	17	-5	-7	-1.4
Nc1nonc1C(=O)N/N=C/c1cc2c(cc1[N+](=O)[O-])OCO2	2	11	10	5	3	7	5	5	9	-1.9

Additional compounds follow.
SMILES	LEDGF integ inh	HTRA1 inh	mABHD4 FP	PRMT1 inh	Rev-erbA mod	SIAE primary	rCAG binder	TCR CD3 inh	TDP2 absorb	PG9 binder
Cc1cccc(/C=N/NC(=O)Cc2ccc(Cl)cc2)c1O	6	-5	-13	-3	0	14	4	2	-13	-3.0
O=C(NCc1cccnc1)c1csc([C@H]2C[C@H](O)[C@@H](CO)O2)n1	5	·	2	-2	6	-2	3	5	-1	0.2
COCCNC(=O)c1cc2cc3ccc(OC)cc3nc2o1	-4	-9	4	0	-4	0	1	-1	-8	-0.2
CC(C)CN1C(=O)c2ccc(NC(=O)c3ccco3)cc2C1=O	-1	3	0	0	0	0	-4	1	6	-0.1
NCCCC[C@H]1CNC(=O)C(=O)N1CCc1cccc(F)c1	2	5	4	-1	0	2	1	10	9	-0.3
CCOC(=O)C1CCN(C(=O)c2ccco2)CC1	4	4	2	2	2	1	-1	5	13	2.0
COC(=O)c1ccc(C)c(NC(=O)c2c(-c3ccccc3)noc2C)c1	-4	4	-3	2	0	-4	-2	-1	0	2.5
Cc1c(C(=O)Nc2cccc(C(F)(F)F)c2)oc2ccc(S(=O)(=O)N3CCOCC3)cc12	-3	-6	-6	-1	23	-12	-1	-1	-3	1.6
COc1ccc(-c2cc(C(=O)Nc3c(C)nn(Cc4ccccc4)c3C)no2)cc1	5	-7	-12	1	3	-5	-3	-6	-12	-3.5
O=C(Cn1ncc2c1-c1ccccc1OC2)N1CCN(Cc2ccc3c(c2)OCO3)CC1	2	-3	5	3	-6	-2	2	5	8	-8.4
Cc1cc(=O)[nH]c(-c2ccccc2)n1	0	-2	-2	-1	2	0	-1	10	5	0.3
CCN(CC)CCn1c(NCc2ccc3c(c2)OCO3)nc2ccccc21	0	4	-2	-1	3	0	-4	-1	1	-0.9
COc1ccccc1N(CC(=O)NCc1ccco1)S(=O)(=O)c1ccc(C)cc1	23*	2	6	21*	-14	-12	10	6	10	0.2
